# AI-2 QS modul: modulates the Vibrio harveyi AI-2 quorum sensing system. Vibrio harveyi JMH597 AI-2 luminescence/OD600 ratio, 9 h; active compounds read low; strain lacks LuxN and CqsS sensors; 0 = neutral-control median. activity change, % at 7.5 µM. 300,000 compounds, 0.4% hits; in the data active = activity change below about -75%, passing the limit was not always enough; inconclusive = no clear call, values can overlap the other calls;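 also: luminescence divided by OD600 gain over 9 h not by final OD600 alone; inactives centre near 13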
# HSP90 inh: HSP90 refolding inhibition in rabbit reticulocyte lysate; luciferase refolding luminescence, 3 h; inhibition, % at 5.6 µM; 290,000 compounds, 0.91% hits; AID 1789;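 active = inhibition above the screen-wide mean plus 3 SD, computed separately per campaign, cut at about 16% in these data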;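 also: 0% = DMSO wells and 100% = 60 µM geldanamycin wells; inhibitors lower the luminescence because luciferase stays unfolded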
# HIF activator: HIF pathway transcriptional activation; activation, % at 7.5 µM (by protocol); 300,000 compounds, 0.32% hits; AID 1910; U2OS HRE-luciferase reporter, luminescence; normalized: DMSO 0%, desferrioxamine 100%;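 active = mean activation of at least 10% of the iron chelator positive control signal, with at least half of replicates also reaching 10%; inconclusive = mean and replicate majority disagree about reaching 10%; inactive = mean and most replicates under 10%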
# IEC-6 cytotox: IEC-6 cytotoxicity, counter-screen for KLF5 inhibitors; luminescence viability; 290,000 compounds, 0.78% hits; inhibition, % at 5 µM; in the data active = inhibition above about 22%;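 also: 0% = plate median of test compound wells and 100% = cytotoxic reference compound wells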
# SKKanGAS inh: blocks kanamycin growth of S. pyogenes SKKanGAS strain; BacTiter-Glo, 6 h; 300,000 compounds, 1.3% hits; AID 1662; inhibition, % at 7.5 µM;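 active = mean replicate score, as percent of positive control median, at least 50; inconclusive = mean below 50 but one replicate at or above 50; inactive = mean and every replicate below 50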;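 also: strain carries kanamycin resistance gene driven by streptokinase promoter and grows in 40 µg/ml kanamycin; loss of luminescence reflects streptokinase promoter inhibition or plain growth inhibition; 0% = median of DMSO wells and 100% = positive control at its reference dose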
# HSF1 activator: increases HSF-1 driven luciferase reporter signal; activation, % at 9 µM; AID 504408; NIH3T3-HGL HSF-1 luciferase reporter, MG132, 8 h; 100% = twice DMSO control signal; 300,000 compounds, 1.7% hits;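 active = mean replicate activation of at least 50% with a set share of replicates each reaching 50%; inconclusive = only one of those two conditions met; inactive = mean below 50% and too few replicates reaching it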;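 also: 0% = median of the neutral control wells and 100% = twice that signal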
# HSF1 inh: HSF1 inhibition; NIH3T3-HGL HSE-luciferase, MG132-induced, luminescence 8 h; active compounds read low; 300,000 compounds, 0.77% hits; activity change, negative = inhibition, % at 7.5 µM (by protocol);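 active = more than half of replicate wells show activity change below -50%, luminescence cut by over half; inconclusive = some wells, but at most half, below -50%; inactive = no replicate well below -50%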;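 also: luciferase reports HSF-1 transcriptional activity via heat shock element; 0% = median of DMSO wells and -100% = zero luminescence signal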
# Platelet DG rel: platelet dense granule release activity | human platelet-rich plasma, SFLLRN dense granule ATP release, luminescence | inhibition, %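 (compounds screened at 7.5 µM in platelet-rich plasma)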 | 300,000 compounds, 0.22% hits | AID 1663;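 active = mean replicate score, as percent of positive control, at or above 50; inconclusive = mean below 50 but at least one replicate at or above 50; inactive = mean and every replicate below 50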
# aSyn UTR inh: MLPCN primary screen, SNCA 5' untranslated region; alpha-synuclein 5'UTR reporter, inhibitor activity; inhibition, % (tested at 7.5 µM); 300,000 compounds, 0.82% hits; AID 1813; in the data active = inhibition above about 60%; inconclusive = no clear call, values can overlap the other calls;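 also: H4 neuroglioblastoma cells stably carrying SNCA 5'UTR luciferase fusion; 0% = DMSO wells and 100% = positive control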
# KLF5 inh: inhibitors of KLF5 expression | inhibition, % at 5 µM | AID 1700 | 290,000 compounds, 0.23% hits | DLD-1 KLF5 promoter-luciferase reporter, luminescence;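 active = inhibition above a per-plate limit of that plate's mean compound inhibition plus 3 SD, cut at about 60% in these data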;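 also: 0% = DMSO wells and 100% = LY294002 at 200 µM; higher means less KLF5 promoter-driven luciferase light; inactives centre near -14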
# An asterisk follows results filed as active; ? = inconclusive; · = not tested or not shown. Rows were taken by chance; about 6% have a hit in one of these screens.
SMILES,AI-2 QS modul,HSP90 inh,HIF activator,IEC-6 cytotox,SKKanGAS inh,HSF1 activator,HSF1 inh,Platelet DG rel,aSyn UTR inh,KLF5 inh
c1ccc2c3c([nH]c2c1)-c1[nH]ncc1CC3,11,-2,0.0,6,-8,2,4,12,-117,-19
Cc1cc(/C=C2/NC(=O)N(Cc3ccccc3F)C2=O)c(C)n1C(C)C,19,-2,0.3,5,4,17,2,4,-16,-13
CC(C)CC(NC(=O)c1ccc(Cl)cc1Cl)C(=O)O (configuration not stated),22,-1,0.3,3,-2,-8,-3,-5,-7,-13
O=C(O)CCCC(=O)N1CCN(c2cccc(Cl)c2)CC1,14,3,0.0,9,1,-2,-6,-22,11,1
COc1ccc(NC(=O)CCSc2nc(C)cs2)cc1,2,-3,2.2,0,-17,21,16,-8,-55,-67
O=C(NCCS(=O)(=O)N1CCN(c2ccccc2F)CC1)c1ccc(Cl)cc1,13,·,-11,·,-15,2,-2,-3,15,·
COC(=O)CN(c1cccc(C(C)=O)c1)S(C)(=O)=O,15,-2,-0.6,-6,4,-6,-4,6,8,-13
COc1ccc(OC)c(NC(=O)c2cc3n(n2)C(C(F)(F)F)CC(c2ccc4c(c2)OCO4)N3)c1 (configuration not stated),3,1,-0.1,2,31,-10,-12,0,36,0
CN(CC(=O)Nc1ccc(F)cc1)C(=O)c1cc2c(s1)CCCCC2,19,·,-0.3,·,-8,-6,3,-27,11,·
Cc1cc2c(NCc3ccccc3)ncnc2s1,-1,-3,0.5,7,0,-15,-12,1,25,-17
COC(=O)c1sc(NC(=O)c2cc(-c3ccccc3)nc3ccccc23)c(C#N)c1C,14,4,1.1,7,26,-17,-10,-52,27,-6
Cc1[nH]n(C)c(=O)c1C(=O)c1c(-c2c(Cl)cccc2Cl)noc1C,8,2,-0.3,-2,4,-59,-46,-15,5,-29
Cc1cccc(NC(=O)C(C)C(=O)c2ccccc2)c1 (configuration not stated),8,1,0.1,-1,-2,-1,-5,2,10,-54
O=C(NCC(=O)N1CCN(C(=O)c2ccco2)CC1)c1ccc(Cl)cc1,25,·,-0.9,·,-2,1,0,0,9,·
CCCCOC(=O)C1=C(C)NC2=C(C(=O)CCC2)C1c1cc(OC)ccc1OC (configuration not stated),9,-2,0.1,1,-3,13,-2,1,8,-38
COC(=O)C1=C(N)OC2=C(C(=O)CC(C)(C)C2)C1c1cc2c(cc1Cl)OCO2 (configuration not stated),1,5,-0.1,1,-2,31,12,0,-3,-7
Cc1cc(C)cc(NC(=O)C(NCCN2CCOCC2)c2ccccc2)c1 (configuration not stated),18,13,-0.2,5,-1,-3,-3,0,-27,-13
O=C(NC(=S)NNC(=O)c1cnccn1)c1ccc(F)cc1,-89*,-5,-1.4,0,29,8,0,2,70*,1
CCc1nnc(NC(=O)CSc2nnc(CNc3cccc(C)c3)n2-c2ccccc2)s1,19,-2,0.7,-4,-7,-20,-4,2,-1,-24
O=C(NC(=O)N1CCCCCC1)c1ccc(Cl)cc1,9,-2,-0.1,0,-10,30,15,10,-2,-22
CN(C)CCN1C(=O)C(=O)/C(=C(/O)c2ccc(F)cc2)C1c1ccccc1 (configuration not stated),6,2,-0.1,3,10,4,0,2,-7,-35
COc1ccc(C2N=C(N)N=C(N)N2c2ccccc2)cc1OC (configuration not stated),19,3,·,-5,-1,-8,-7,-4,8,-29
CC(=O)c1cccn1S(=O)(=O)c1ccccc1,10,1,1.8,4,-3,-18,-5,-1,11,-17
CNc1nc(C)cc(C)c1S(=O)(=O)c1ccc(Cl)cc1,12,7,-0.2,12,4,-7,-4,0,17,1
COc1ccc(C(=O)Nc2nnc(C3=COCCO3)o2)cc1,3,0,-0.5,1,26,-2,-7,-5,-2,-48

# More compounds follow.
SMILES,AI-2 QS modul,HSP90 inh,HIF activator,IEC-6 cytotox,SKKanGAS inh,HSF1 activator,HSF1 inh,Platelet DG rel,aSyn UTR inh,KLF5 inh
COc1ccc(OC)c(S(=O)(=O)N2CCC(C(=O)Nc3ccccc3)CC2)c1,10,-3,-0.3,-3,0,-10,3,3,0,-12
CNC(=O)Cn1c(C)cc(=O)c2cccc(OC)c21,11,-1,-0.1,4,-1,-7,-7,3,8,-4
CC(=O)c1ccc(NC(=S)NCc2cccnc2)cc1,3,2,0.1,2,-2,-9,-4,-1,8,-28
N#C/C(=C/c1cccnc1)c1ccccc1,17,0,-27,-6,2,11,-2,-2,-44,-30
COc1ccc(CCNC(=O)Cn2nnc(C(=O)Nc3ccc(Br)cc3)c2N)cc1OC,-2,-7,0.9,0,5,23,3,2,-10,-19
Cc1ccccc1NC(=O)N1CCNC(=O)C1CC(=O)Nc1cc(Cl)ccc1Cl (configuration not stated),19,-3,-0.2,0,-3,-3,6,-14,0,-23
Cc1ccc(C)c(CSC2=NCCN2C(=O)c2cccs2)c1,25,-2,-0.7,-2,2,1,-7,18,-14,-20
O=C(CNCc1ccco1)Nc1ccc(Oc2ccccc2)cc1,?,1,·,-8,2,·,·,-5,·,-3
Cc1ccc(C(=O)NNc2cc(N3CCCC3)nc(N3CCCC3)n2)cc1,6,1,-2.2,-3,17,-14,-18,3,74*,-26
O=c1cc(-c2ccc(O)cc2)oc2c([C@@H]3O[C@H](CO)[C@@H](O)[C@H](O)[C@H]3O)c(O)c([C@@H]3O[C@H](CO)[C@@H](O)[C@H](O)[C@H]3O)c(O)c12,18,8,-5.5,3,1,-17,-9,-3,3,-20
O=C(N[C@@H](c1ccccc1)[C@@H]1C[C@H]1C(=O)O)OCc1ccccc1,8,3,1.4,7,1,-3,3,6,-10,-9
Cc1ccc(-c2nn(C)c(=O)c3ccccc23)cc1CNC(=O)Cn1nc(-c2ccccc2)c2ccccc2c1=O,7,-3,0.2,-14,3,19,-3,-4,17,8
CCOc1cc(/C=C/c2ccc3cccc([N+](=O)[O-])c3n2)ccc1OCC(=O)N(C)C,12,-1,-0.2,-5,9,-14,-1,-3,-4,-18
Cc1ccsc1C(=O)N1CCC(CO)(Cc2ccccc2)CC1,23,-3,·,0,-4,·,·,-7,·,-7
COc1ccccc1NC(=O)N(Cc1ccco1)Cc1cc2cc(C)cc(C)c2[nH]c1=O,29,2,2.0,2,22,15,9,0,-13,-29
CC(O)CNC12CC3CC(CC(C3)C1)C2 (configuration not stated),11,1,0.1,-4,15,-2,4,-7,-2,-24
CCCCC(=O)Nc1ccc2c(c1)nc(CCNC(=O)c1ccco1)n2C,10,-1,0.6,1,-4,-11,3,1,-44,-47
CCc1ccccc1NC1Nc2cc(C)nn2S1 (configuration not stated),28,1,-0.4,-1,-12,18,3,9,-4,0
O=C(Cc1ccc(-n2c(=O)c3sccc3n(CC(=O)Nc3ccccc3F)c2=O)cc1)NCc1ccco1,5,7,0.4,-2,4,-6,1,-2,-13,-11
COC(=O)c1ccccc1NS(=O)(=O)c1ccc(NC(C)=O)cc1,32,-1,-0.4,1,-4,8,-6,1,1,1
CC(C)(C)Nc1nc(NN)nc(NC(C)(C)C)n1,88,-4,-0.3,-9,87*,-1,-10,28,1,-1
CC1CCC2C(=O)N(c3ccc(S(=O)(=O)c4ccccc4)cc3)C(=O)C2C1 (configuration not stated),11,-3,0.3,-8,-1,-4,-1,-2,-4,-12
O=c1oc2ccccc2cc1-c1cn2cccnc2n1,28,1,-0.2,-1,8,34,14,8,-65,-205
Cc1cc(C)nc(N/N=C/c2cn[nH]c2-c2ccccc2)n1,7,-3,0.0,-3,-1,23,-5,-22,-3,13
Cc1ccc(-c2csc(N(CCO)CCCn3c(C(F)(F)F)nc4ccccc43)n2)cc1,22,-1,0.0,3,33,4,-3,-11,-30,-19

# Arranged by the number under KLF5 inh (low to high): 3 of the compounds above
mol | AI-2 QS modul | HSP90 inh | HSF1 activator | HSF1 inh | Platelet DG rel | aSyn UTR inh | KLF5 inh
CCOc1cc(/C=C/c2ccc3cccc([N+](=O)[O-])c3n2)ccc1OCC(=O)N(C)C | 12 | -1 | -14 | -1 | -3 | -4 | -18
O=C(N[C@@H](c1ccccc1)[C@@H]1C[C@H]1C(=O)O)OCc1ccccc1 | 8 | 3 | -3 | 3 | 6 | -10 | -9
CCc1ccccc1NC1Nc2cc(C)nn2S1 (configuration not stated) | 28 | 1 | 18 | 3 | 9 | -4 | 0

# A few values from the list:
# `Cc1ccc(C(=O)NNc2cc(N3CCCC3)nc(N3CCCC3)n2)cc1` @ aSyn UTR inh: 74*
# `Cc1ccc(-c2csc(N(CCO)CCCn3c(C(F)(F)F)nc4ccccc43)n2)cc1` @ aSyn UTR inh: -30
# `CCOc1cc(/C=C/c2ccc3cccc([N+](=O)[O-])c3n2)ccc1OCC(=O)N(C)C` @ HSF1 inh: -1

# Next compounds:
SMILES,AI-2 QS modul,HSP90 inh,HIF activator,IEC-6 cytotox,SKKanGAS inh,HSF1 activator,HSF1 inh,Platelet DG rel,aSyn UTR inh,KLF5 inh
O=C(Nc1ccccc1Sc1ccccc1)c1ccccc1,-3,-2,-0.2,-1,29,10,3,-1,20,-12
CC(C)(C)C1CCc2sc(C(=O)NNC(=O)CCl)cc2C1 (configuration not stated),31,-3,1.5,-2,-4,24,13,-2,-52,-35
Cc1nc(C)c(NC(=O)OC(C)C)cc1NC(=O)OC(C)C,2,-2,-0.1,-4,-9,2,14,-1,14,-39
COc1ccc(C2CC(C(F)(F)F)n3nc(C(=O)Nc4c(C)n(C)n(-c5ccccc5)c4=O)c(Cl)c3N2)cc1 (configuration not stated),4,-4,0.0,-11,3,5,4,1,15,-9
Cc1ccc(-n2nc3c(c2NC(=O)c2cccs2)CS(=O)(=O)C3)cc1,23,-4,0.2,1,-6,-5,-1,2,9,0
CCOC(=O)Cc1n[nH]c(=O)c2ccccc12,20,-6,0.1,2,-17,-7,-11,-3,11,-3

# Complete entries, looked up by structure. Screens in order: AI-2 QS modul | HSP90 inh | HIF activator | IEC-6 cytotox | SKKanGAS inh | HSF1 activator | HSF1 inh | Platelet DG rel | aSyn UTR inh | KLF5 inh
# Listed for `O=C(Nc1ccccc1Sc1ccccc1)c1ccccc1` : -3 | -2 | -0.2 | -1 | 29 | 10 | 3 | -1 | 20 | -12
# Listed for `Cc1ccc(-n2nc3c(c2NC(=O)c2cccs2)CS(=O)(=O)C3)cc1` : 23 | -4 | 0.2 | 1 | -6 | -5 | -1 | 2 | 9 | 0
# Listed for `COc1ccc(C2CC(C(F)(F)F)n3nc(C(=O)Nc4c(C)n(C)n(-c5ccccc5)c4=O)c(Cl)c3N2)cc1` (configuration not stated) : 4 | -4 | 0.0 | -11 | 3 | 5 | 4 | 1 | 15 | -9
# Listed for `CC(C)(C)C1CCc2sc(C(=O)NNC(=O)CCl)cc2C1` (configuration not stated) : 31 | -3 | 1.5 | -2 | -4 | 24 | 13 | -2 | -52 | -35
# Listed for `CCOC(=O)Cc1n[nH]c(=O)c2ccccc12` : 20 | -6 | 0.1 | 2 | -17 | -7 | -11 | -3 | 11 | -3

# Bioassay records from PubChem BioAssay.
